SNCA viab count = counter-screen for SNCA expression inhibitors: cell viability. HEK-293-SNCA-luc viability, GF-AFC fluorescence, 24 h. Potency, µM (doses to about 57.1 µM), for inactives: top-dose activity change, negative = cytotoxicity, hits mostly cytotoxic. 150,000 tested, 0.12% active;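 also: potency is read from the fitted curve at half-maximal effect; 0% = DMSO-treated cells and -100% = medium-only wells without cells; nearly all actives have a fitted effect of over 30% in size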
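Cytotoxicity counterscreen: after 24 h compound treatment of genome-edited SNCA-luciferase HEK-293 cells, live-cell protease substrate GF-AFC read by fluorescence after 30 min; activity scaled between DMSO (0%) and medium-only (-100%), curves Hill-fitted.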
Luciferase inh = inhibitors of firefly (Photinus pyralis) luciferase; 76,000 tested, 2.5% active; purified P. pyralis luciferase, luminescence, biochemical; Potency, µM (top dose mostly 115 µM), without a hit: at the highest dose activity change, negative = inhibition, hits mostly inhibitors; P08659; also: potency is read from the fitted curve at half-maximal effect; nearly all actives have a fitted effect of over 65% in size
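Purified 10nM P. pyralis luciferase with 10uM D-luciferin and 10uM ATP in 50mM Tris acetate pH 7.5, 10mM Mg acetate, 0.01% Tween-20, 0.05% BSA. qHTS titration; luminescence read by CCD imager.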
IP6K1 inhibitor = blocks human inositol hexakisphosphate kinase 1; Q92551; IP6K1 kinase, ADP-Glo luminescence, 2 h; stronger effect = lower value; activity change, % (series mostly up to about 58 µM); 140,000 tested, 0.81% active; AID 1645851; in the data active = activity change below about -25%
Target sequence (Q92551 whole entry, looked up): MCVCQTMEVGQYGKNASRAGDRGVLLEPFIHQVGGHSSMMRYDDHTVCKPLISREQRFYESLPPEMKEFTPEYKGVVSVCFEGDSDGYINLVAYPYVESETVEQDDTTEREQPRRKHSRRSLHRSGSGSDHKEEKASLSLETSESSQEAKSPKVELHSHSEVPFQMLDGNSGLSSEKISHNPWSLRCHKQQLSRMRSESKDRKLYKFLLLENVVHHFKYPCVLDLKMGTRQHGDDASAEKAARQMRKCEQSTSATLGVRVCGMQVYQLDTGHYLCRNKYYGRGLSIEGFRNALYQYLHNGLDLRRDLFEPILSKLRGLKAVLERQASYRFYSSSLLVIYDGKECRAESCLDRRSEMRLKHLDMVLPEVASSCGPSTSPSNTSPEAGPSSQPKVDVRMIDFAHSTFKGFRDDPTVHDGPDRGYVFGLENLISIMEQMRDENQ
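ADP-Glo luminescence measures ADP made by human IP6K1 during a 2 h RT reaction with ATP/IP6 (mix at 1.3 mM/130 uM); top library doses 57.5 and 19.1 uM final.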
HEK cytotox = cytotoxic compounds in HEK 293 cells | HEK 293 viability, ATP luminescence (CellTiter-Glo), 48-72 h | Potency, µM (highest dose often 115 µM), for the others: top-dose activity change, negative = cytotoxicity, actives largely listed as inhibitors | 94,000 tested, 6.6% active | AID 1345083; also: potency is read from the fitted curve at half-maximal effect; nearly all actives have a fitted effect of over 60% in size
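250 HEK 293 cells/well; compound by pintool; incubated 48 or 72 hr at 37 degree Celsius; CellTiter-Glo added, 10 min RT, luminescence imaged.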
SNCA expr inhib = SNCA gene expression inhibition | 140,000 tested, 0.17% active | Potency, µM (highest dose often 57.2 µM), inactives show at the highest dose activity change, negative = inhibition, usual class: inhibitors | AID 1671194 | HEK-293 SNCA-luciferase knock-in, luminescence, 24 h;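 also: potency is read from the fitted curve at half-maximal effect; plate controls were DMSO cells for no effect and cell-free wells for full effect; nearly all actives have a fitted effect of over 45% in size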
GPT2 inhibitor = inhibitors of human GPT2 alanine aminotransferase; Potency, µM (titrated, usually from 57.7 µM), inactives show top-dose activity change, negative = inhibition, actives largely listed as inhibitors; Q8TD30; 100,000 tested, 0.25% active; Recombinant GPT2, coupled pyruvate oxidase/HRP Amplex Red fluorescence; also: potency is read from the fitted curve at half-maximal effect; nearly all actives have a fitted effect of over 60% in size; many of its hits are not listed in these tables
Target sequence (Q8TD30 whole entry, looked up): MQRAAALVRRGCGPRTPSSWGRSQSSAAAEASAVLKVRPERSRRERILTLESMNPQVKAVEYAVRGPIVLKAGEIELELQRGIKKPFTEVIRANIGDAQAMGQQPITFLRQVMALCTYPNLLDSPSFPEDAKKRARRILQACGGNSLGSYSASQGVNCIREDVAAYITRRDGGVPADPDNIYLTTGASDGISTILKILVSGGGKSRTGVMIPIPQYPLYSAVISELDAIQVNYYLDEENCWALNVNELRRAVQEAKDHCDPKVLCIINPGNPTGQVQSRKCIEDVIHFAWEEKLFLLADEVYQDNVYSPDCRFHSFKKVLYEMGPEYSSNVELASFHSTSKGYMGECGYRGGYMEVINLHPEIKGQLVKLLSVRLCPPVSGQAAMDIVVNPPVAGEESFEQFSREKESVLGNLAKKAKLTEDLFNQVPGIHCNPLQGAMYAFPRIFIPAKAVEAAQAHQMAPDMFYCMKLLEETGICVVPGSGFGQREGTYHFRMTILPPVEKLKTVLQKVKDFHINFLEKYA
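Recombinant GPT2 (10ng/uL) with 250uM a-KG and 2mM L-alanine, 30 min at room temperature, in HEPES pH 7.5 buffer. Pyruvate detected by pyruvate oxidase/HRP/Amplex Red fluorescence after 30 min in the dark; AOA (50uM) as positive control.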
3T3 cytotox = kills NIH 3T3 cells; Potency, µM (top dose mostly 96.7 µM), for inactives: at the highest dose activity change, negative = cytotoxicity, actives largely listed as inhibitors; NIH 3T3 viability, CellTiter-Glo ATP luminescence, 48-72 h; 94,000 tested, 4.3% active; AID 1345082; also: potency is read from the fitted curve at half-maximal effect; nearly all actives have a fitted effect of over 55% in size
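Mouse fibroblast NIH 3T3 cells, 400 per well, received compound via pintool and were incubated for 48 or 72 hr prior to CellTiter-Glo ATP luminescence measurement.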
* hit, by the source's call; i = inactive; ? = inconclusive; . = no result given; [ ] = remark or other dose. Unless noted, calls follow the shape of the dose curve; as a rule, active = well fitted curve in the direction sought with a large enough effect; inconclusive = small, poorly fitted or top-dose-only effect, or another doubt; inactive = no such curve, though single readings can be large; an effect the other way counts as inactive or inconclusive. Unless noted, % is scaled to controls: 0 for no effect and ±100 for the full control effect. An excerpt (hit frequency here may not be typical).

SMILES	SNCA viab count	Luciferase inh	IP6K1 inhibitor	HEK cytotox	SNCA expr inhib	GPT2 inhibitor	3T3 cytotox
O=C(Nc1ccccc1)N1CCC(C(=O)N2CCCC2c2nc3ccncc3[nH]2)CC1 (configuration not stated)	7%	.	-4	i	6%	i	i
Cc1cc2c(cc1S(=O)(=O)CCC(=O)NCCc1ccccc1)OCC(=O)N2	-8%	.	-4	.	2%	.	.
O=C(c1ccoc1)N1C[C@@H](CO)[C@H](c2ccccn2)C1	-2%	7%	7	0%	18%	i	i
COc1ccc(Cl)cc1C(=O)N1C[C@@H](CO)[C@H](c2ccncc2)C1	-11%	-16%	-11	-8%	-26%	-26%	-20%
CCOc1ccc(-c2cccc(NS(=O)(=O)c3ccccc3C(F)(F)F)c2)nn1	-9%	.	-5	.	-2%	.	.
Cn1ncc2c(C(=O)NCCc3ccccn3)cc(-c3ccc(F)cc3)nc21	.	.	11	?	.	.	?
COc1ccc(OCc2nc(C)c(CCO)c(=O)n2CC(=O)Nc2c(C)cccc2C)cc1	-2%	3%	-16	i	-8%	i	2%
COC(=O)c1ccccc1NC(=O)O[C@@H]1CO[C@H]2[C@@H]1OC[C@@H]2Nc1nccc(-c2ccc(N(C)C)cc2)n1	-7%	5%	-5	?	-2%	-3%	-19%
CCc1ccc(NC(=O)Cn2c(=O)oc3cc(S(=O)(=O)N4CCCCCC4)ccc32)cc1	-18%	.	21	.	-6%	.	.
Cc1ccc(CCNC(=O)CCCn2c(=O)c3ccccc3n(Cc3ccccc3C#N)c2=O)cc1	-6%	.	3	.	7%	.	.
CC(=O)Nc1nc2c(Oc3cc(-c4ccc(C(F)(F)F)cc4)ncn3)cccc2s1	?	.	11	.	.	0%	.
CNC(=O)c1cccc(-c2cnc(Nc3ccc(N4CCOCC4)cc3)c3c2CCO3)c1	-23%[87.6 µM]	0.63µM*	-19	79µM*	96%[activator][87.6 µM]	?	?
O=C(C1CCN(c2nccc(Nc3ccccc3Cl)n2)CC1)N1CCC(c2ncccn2)CC1	-2%[12.5 µM]	.	7	?	-12%	i	?
Cn1cc(CNC(=O)C[C@@H]2C[C@H]3O[C@H](CNC(=O)N4CCOCC4)[C@@H](O)[C@H]3O2)cn1	13%[87.6 µM]	-3%[172 µM]	12	2%[172 µM]	69%[activator][87.6 µM]	0%[88.5 µM]	-8%[174 µM]
COc1ccc(C(=O)N(Cc2cc(OC)c(OC)c(OC)c2)CC2CCCO2)cc1 (configuration not stated)	?	.	-25*	.	25%	.	.
O=C1NCCCCCCN(S(=O)(=O)c2cccnc2)[C@H]2C[C@H](c3nc(-c4cccnc4)no3)C[C@@H]12	?	-10%	0	?	-13%	?	-19%
COc1ccc(-n2nc(C3CCCN(C(=O)c4ccccc4Cl)C3)[nH]c2=O)cc1 (configuration not stated)	-17%	5%	-4	?	-21%	i	?
CC(=O)c1ccc(NC(=O)O[C@@H]2CO[C@H]3[C@@H]2OC[C@@H]3Nc2nccc(-c3ccco3)n2)cc1	-25%	-18%	-2	22µM*	2%	-11%	?
Cc1ccc(OCC(=O)NCC(c2ccc(Cl)cc2)N2CCOCC2)cc1C (configuration not stated)	1%	.	-12	.	-9%	.	.
CCCCOc1ccc(NC(=O)c2cc3c(n(-c4ccc(Cl)cc4)c2=O)CCCC3=O)cc1	14%	.	1	.	?	.	.
Cc1ccc(CCNC(=O)c2ccc(CS(=O)(=O)c3ccc(Br)cc3)o2)cc1	-5%	.	18	.	-8%	.	.
O=C(NCc1ccccc1)O[C@H]1COCCN(c2nc3ccccc3s2)C1	1%[87.6 µM]	-3%[172 µM]	4	?	-19%[87.6 µM]	-5%[88.5 µM]	?
OC1CN(Cc2ccccc2)CCN(C2CCN(c3ccccc3F)CC2)C1 (configuration not stated)	4%	-7%	14	?	-11%	-21%	-17%
CC(=O)Oc1cc2c(s1)CCN(C(C(=O)C1CC1)c1ccccc1F)C2 (configuration not stated)	-28%	.	-8	.	-43%	i	.

2 of the compounds above, with two lines to a compound:
Values run as follows: SNCA viab count | Luciferase inh | IP6K1 inhibitor | HEK cytotox | SNCA expr inhib | GPT2 inhibitor | 3T3 cytotox
O=C(NCc1ccccc1)O[C@H]1COCCN(c2nc3ccccc3s2)C1
→ 1%[87.6 µM] | -3%[172 µM] | 4 | ? | -19%[87.6 µM] | -5%[88.5 µM] | ?
OC1CN(Cc2ccccc2)CCN(C2CCN(c3ccccc3F)CC2)C1 (configuration not stated)
→ 4% | -7% | 14 | ? | -11% | -21% | -17%

New compounds follow
SMILES	SNCA viab count	Luciferase inh	IP6K1 inhibitor	HEK cytotox	SNCA expr inhib	GPT2 inhibitor	3T3 cytotox
CCOC(=O)c1c(C)[nH]c(C)c1S(=O)(=O)N1CCC(C(=O)NCc2ccccc2)CC1	3%	.	-8	.	-5%	.	.
COc1ccc(-c2cc(N3CCCC(NC(=O)c4cccc(C(F)(F)F)c4)C3)n[nH]2)cc1 (configuration not stated)	?	-29%	2	?	?	-29%	?
Cc1nc2nc(SCC(=O)NCc3ccccc3Cl)nn2c(C)c1Cc1ccccc1	-8%	.	4	.	-23%	.	.
O=C1[C@@H]2C[C@@H](CN2Cc2nccs2)Oc2ccccc2N1Cc1ccc(OC(F)(F)F)cc1	-20%	-1%	0	?	-15%	-21%	?
CS(=O)(=O)c1ccc(CN2C[C@@H]3C[C@H]2C(=O)N(Cc2ccc(OC(F)(F)F)cc2)c2ccccc2O3)cc1	-28%	12%	-11	32µM*	?	4%	32µM*
Cc1ccc(NC(=O)C2CC(=O)N(c3n[nH]c4cc(Br)ccc34)C2)cc1 (configuration not stated)	14%	-4%	-11	-14%	13%	-1%	-11%
O=C1NC(C(=O)Nc2ccccc2)Cn2cccc21 (configuration not stated)	1%	-7%	6	i	-21%	i	1%
CCS(=O)(=O)N1CCCC(Cc2ncc(C)n2C(C)C)C1 (configuration not stated)	3%	7%	-12	-2%	-30%	i	0%
CCOC(=O)c1cc(-c2ccc(C)cc2)n(CCC(=O)NCCc2ccc(C)cc2)c1C	1%	.	-5	.	-23%	.	.
c1ccc2c(c1)CC(N1CCN(c3cccc4c3OCCO4)CC1)C2	-7%	.	.	.	0%	-2%	.
Cc1noc2c(N3CCNC(=O)C3)cc(-c3cccs3)nc12	2%[87.6 µM]	5%[172 µM]	-14	?	-1%[87.6 µM]	1%[88.5 µM]	32µM*
CCOc1ccccc1NC(=O)N1CCCC1c1nc(CCOCC2CCOCC2)no1 (configuration not stated)	-3%	6%	9	-22%	-13%	i	-16%
Cc1ccn2c(Nc3ccc4c(c3)OCO4)c(-c3ccc(O)cc3)nc2c1	-11%	.	-12	.	?	.	.
CCOC(=O)C1CCCN(S(=O)(=O)c2cc(Br)cc3c2N(C(=O)CC)CC3)C1 (configuration not stated)	8%	.	-10	.	-12%	.	.
Cc1cnc(NC(=O)c2ccc3c(c2)OCCN(CCC(C)C)C3)s1	-13%[87.6 µM]	?	-9	?	6%[87.6 µM]	-3%[88.5 µM]	?
CC(C)CNC(=O)Cc1ccc(N(Cc2cccc(F)c2)C(=O)c2ccco2)cc1	5%	5%	-1	?	4%	i	?
CCOc1ccc(CNC(=O)CS(=O)(=O)c2cccc3nsnc23)cc1	-3%	.	-4	.	-33%	.	.
Cc1ccc(NC(=O)N2CCC(CCNC(=O)c3ccco3)CC2)cc1F	8%	-23%	-9	-16%	35%[activator]	i	?
CC1=Nc2cc(C(=O)NC(C)C)ccc2Sc2ccc(C)cc21	-17%	.	-1	.	-3%	.	.
Cc1ccc(N(Cc2cccs2)C(=O)c2ccc(OC(C)C)cc2)cc1	-7%	.	-8	.	?	.	.
CC(=O)NC1(C)CCN(Cc2cccc(-c3ccc(N4CCOCC4)cc3)c2)C1 (configuration not stated)	4%[87.6 µM]	5.6µM*	0	?	-6%[87.6 µM]	-4%[88.5 µM]	-24%[138 µM]
O=S(=O)(c1cccc(F)c1)N1CC[C@@H]2COCCN(Cc3cccnc3)[C@@H]2C1	-4%	.	-2	?	17%	i	?
COc1ccc(N2C(=O)C3(CCCCC3)C2C(=O)NCc2nc3ccccc3n2C)cc1 (configuration not stated)	-21%	2%	0	?	?	i	-29%
CSc1cccc(NC(=O)Cn2c(C)cc3nc4n(c(=O)c32)CCCCC4)c1	-21%	4%	-16	-10%	-29%	i	-17%
CCCCc1nn2c(=O)cc(COC(=O)c3ccccc3NC(=O)C3CCCCC3)nc2s1	0%	.	-18	.	46%[activator]	.	.
CC1(C)N=C(c2ccc(F)cc2)C(=O)N1CC(=O)Nc1ccccc1Cl	5%	.	0	.	-13%	.	.
COc1cccc(CN[C@H]2[C@H](O)[C@H](O)C[C@@H]2c2ccc(C(F)(F)F)nc2)c1	-7%[87.6 µM]	-8%[172 µM]	7	-31%[172 µM]	21%[87.6 µM]	2%[88.5 µM]	-24%[138 µM]
OCCC1CCN(c2ccc(-c3nc(CCCc4ccccc4)no3)cn2)CC1	-4%	-11%	-1	-19%	42%[activator]	0%[11.5 µM]	1%
C#CCN(C)C(=O)C[C@@H]1c2nc(NC(=O)COC)sc2C[C@@H]2[C@](C)(CO)[C@H](O)CC[C@]21C	-1%	5%	-13	-2%	-2%	i	-4%
COc1ccc(-c2cc(C(=O)Oc3ccc(C)cc3)c3ccccc3n2)cc1	17%	.	9	.	-2%	.	.
CSc1ncc(CN2CCCN(S(=O)(=O)N3CCCC3)CC2)cn1	2%	6%	10	?	15%	1%	-22%
CNC(=O)N1CCC(Cc2ncc(C)n2CCOC)C1 (configuration not stated)	-8%	5%	-5	i	3%	i	i
Cc1cc(Br)cc(C)c1NC(=O)c1cnc2ccccn2c1=O	10%	.	0	.	55%[activator]	.	.
Cc1cccc(CSCCNC(=O)CN(c2ccccc2)S(=O)(=O)N(C)C)c1	1%	.	-11	.	32%[activator]	.	.
Cc1ccccc1CN1C[C@H](O)C[C@H]1c1nc(C2CC2)no1	-9%[87.6 µM]	0%[172 µM]	0	0%[172 µM]	14%[87.6 µM]	-30%[88.5 µM]	-4%[174 µM]
O=C(NCc1ccc(Cl)cc1)C1Cn2cccc2C(=O)N1Cc1cccnc1 (configuration not stated)	-5%	12%	-7	1%	-16%	0%	-3%
COc1cccc(CC(=O)N2CCCC3(C2)NC(=O)N(Cc2ccc(C)cc2)C3=O)c1 (configuration not stated)	-2%	0%	-15	-7%	37%[activator]	-1%	-23%
COC(=O)c1sccc1S(=O)(=O)N1CCN(c2ccc(Cl)cc2)CC1	?	.	-2	.	6%	.	.
COc1ccc(CC(=O)NC2CCN(c3nccc(Nc4ccc(OC)cc4)n3)CC2)cc1	4%[12.5 µM]	.	-3	40µM*	1%	i	35µM*
COc1ccc(Nc2ccc3c(n2)CN(Cc2ccccc2C)C(=O)CO3)cc1	?	3%[172 µM]	-12	89µM*	-12%[87.6 µM]	-18%[88.5 µM]	79µM*
